# ERK EGF block: EGF-driven ERK pathway inhibition | HEK293-V1b, EGF-stimulated phospho-ERK AlphaScreen | Potency, µM (highest dose often 11.5 µM), for the others: at the top dose activity change, negative = inhibition, actives largely listed as inhibitors | 130,000 compounds, 0.41% hits | AID 1454; active = well fitted inhibition curve with a large enough effect; inconclusive = small, poorly fitted or top-dose-only effect, or effect the other way;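 also: plate controls were stimulated vehicle wells for no effect and unstimulated vehicle basal for full effect; nearly all actives have a fitted effect of over 55% in size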
#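 Cell line HEK293 (stable V1b), low serum overnight. Pretreatment: compound 30 min, 37C. EGF 25 nM, 5 min. Detection: SureFire AlphaScreen, 5 h RT. AC50 via standard Hill equation.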
# Active calls of the source: *; ? = inconclusive; & = joins results of further samples; [ ] = remark or other dose. Potency is read from the fitted curve at half-maximal effect. Not all compounds are listed; rates above refer to the full screens.
ERK EGF block | SMILES
1%[57.5 µM] | Cc1ccccc1-c1nn(-c2ccc(F)cc2F)cc1CNC1CC1
9%[57.5 µM] | Cc1cccc(Nc2nc(NCc3ccco3)nc(N)c2[N+](=O)[O-])c1
3%[57.5 µM] | COCCN(C(=O)CCc1nnc(CCc2c[nH]c3ccccc23)o1)C(C)C
-9%[57.5 µM] | C#Cc1ccc([C@@H]2C=C(C(=O)Nc3ccccc3)O[C@H](OCC)[C@H]2CCCO)cc1
-15% | CCOc1ccc(C(=O)NCCO)cc1
8% | CCOC(=O)C1CCCN(CC(O)COc2cccc(C)c2)C1 (stereo unspecified)
3%[57.5 µM] | COc1ccc(C(CCN2CCCC(C)C2)c2c(OC)cc(OC)c3c(C)cc(=O)oc23)cc1 (stereo unspecified)
6% | CCN(CC)S(=O)(=O)c1ccc2c(c1)nc(CCC(=O)OCC(=O)Nc1cc(Cl)cc(Cl)c1)n2C
-20%[57.5 µM] | N#Cc1ccc(Oc2ccc(C(F)(F)F)cc2NC(=O)c2ccc(F)cc2)cc1
-2% | O=C(NCc1cccnc1)Nc1ccc2c(c1)OCO2
-1%[57.5 µM] | Cc1nn(Cc2cccc(C(N)=O)c2)c(C)c1Br
-4% | COc1cccc(C(C)N(C)Cc2nc(-c3ccoc3)oc2C)c1 (stereo unspecified)
-8%[57.5 µM] | COc1ccccc1-n1cc(C(=O)NCC(=O)N2CCN(c3ccccn3)CC2)c2ccccc2c1=O
1%[57.5 µM] | CN1CCCN(C(=O)CC2(CC(=O)O)CCCCC2)CC1
-6%[57.5 µM] | COc1cc(/C=N\Nc2nc(-c3ccc(C)cc3)c(NC(C)=O)s2)ccc1O
-4% | Cc1noc(C)c1COC(=O)c1cccc(N(C)C)c1
-11% | CCOCCCNCc1cc(Cl)ccc1OCC
-4% | Clc1ccccc1CN1CCN(/N=C/c2ccncc2)CC1
0% | Cc1ccc(S(=O)(=O)Nc2ccc(C(=O)Nc3ccncc3)cc2)cc1
-22% | COc1ccc(C(=O)N2CCN(c3ccc([N+](=O)[O-])c(-n4nc(C)cc4C)c3)CC2)cc1
-1%[57.5 µM] | N=C(N)SCc1ncccc1O
5% | N[C@](CC1c2ccccc2Oc2ccccc21)(C(=O)O)[C@@H]1C[C@@H]1C(=O)O
0% | COc1ccccc1OCC(=O)Nc1ccc(S(=O)(=O)N2CCN(C)CC2)cc1
-12% | Cc1ccc2nc(C)c(C(=O)N/N=C/c3cccs3)n2c1
0%&17% | Cc1cc(CNC(=O)[C@H](C)[C@@H]2C[C@@]2(C)[C@@H](NC(=O)OCc2ccccc2)c2ccccc2)nn1C
3% | CC(=O)N1CCC2(CCCN(C(=O)Nc3cccc(C#N)c3)C2)CC1
1% | COc1ccc(NS(=O)(=O)c2ccc(NC(=O)c3ccccc3)cc2)nn1
-14%[57.5 µM] | C(=C\c1ccccc1)/CSc1nc2ncccc2[nH]1
8% | Nc1nnc(SC2CCCC2)s1
-11% | COc1cc(C(=S)N2CCCC2)cc(OC)c1OC

# Random excerpt: 6 compounds from above.
ERK EGF block | SMILES
1% | COc1ccc(NS(=O)(=O)c2ccc(NC(=O)c3ccccc3)cc2)nn1
5% | N[C@](CC1c2ccccc2Oc2ccccc21)(C(=O)O)[C@@H]1C[C@@H]1C(=O)O
-14%[57.5 µM] | C(=C\c1ccccc1)/CSc1nc2ncccc2[nH]1
3% | CC(=O)N1CCC2(CCCN(C(=O)Nc3cccc(C#N)c3)C2)CC1
-12% | Cc1ccc2nc(C)c(C(=O)N/N=C/c3cccs3)n2c1
-11% | COc1cc(C(=S)N2CCCC2)cc(OC)c1OC

# (cont.)
ERK EGF block | SMILES
-14% | O=C(/C=C/c1ccc(Cl)cc1Cl)c1ccc[nH]1
-14% | CC(C(=O)Nc1cccc([N+](=O)[O-])c1)[n+]1ccccc1 (stereo unspecified)
6% | CN(C)c1ccc(C2(O)C(=O)c3ccccc3C2=O)cc1
2% | COCCNC(=O)c1ccccc1NC(=O)c1cc(OC)cc(OC)c1
8% | Cc1nc(Cl)sc1C(=O)Nc1cccc2ccccc12
-4% | CNC(=O)COC(=O)Cc1ccc(Cl)cc1
-1% | CC(=O)NC(Cc1ccc(F)cc1)C(=O)N1CCN(C(=O)NCc2ccccc2)CC1 (stereo unspecified)
6% | Clc1ncc(Cn2cccn2)s1
-15%[57.5 µM] | COc1ccc(NC(=O)Cc2c(F)c(F)c(F)c(F)c2F)cc1OC
6% | CC(C(=O)NC1CC(C)(C)NC(C)(C)C1)c1ccc([N+](=O)[O-])cc1 (stereo unspecified)

# Entries from the list above with a furan ring, fused or not (two):
ERK EGF block | SMILES
9%[57.5 µM] | Cc1cccc(Nc2nc(NCc3ccco3)nc(N)c2[N+](=O)[O-])c1
-4% | COc1cccc(C(C)N(C)Cc2nc(-c3ccoc3)oc2C)c1 (stereo unspecified)

# Next entries
ERK EGF block | SMILES
0% | CCOc1ccccc1NC(=O)Nc1ccc(Br)cc1C
2% | COc1ccc(NC(=O)CC2SC(=N)N(c3ccccc3)C2=O)c(OC)c1 (stereo unspecified)
7% | Cc1cc(NC(=O)c2cc(-c3ccc(C)c(C)c3)nc3ccccc23)no1
0% | CNc1nc(N)c(C(=O)Nc2cc(C)on2)s1
-5% | CCN(Cc1ccccc1)C(=O)COC(=O)c1cc(=O)[nH]c2ccccc12
? | COc1ccc(-c2nnc(-c3cc(OC)c(OC)c(OC)c3)o2)cc1OC
-12%[57.5 µM] | CCCCNc1ccc(C(CC(N)=O)NC(=O)c2ccccc2)cc1[N+](=O)[O-] (stereo unspecified)
2% | c1ccc(Oc2ncnc3sccc23)cc1
17% | CCCCC(=O)Nc1nnc(-c2ccc(OC)cc2)s1
-2% | CCC(CC)c1nc2ccccc2c(=O)[nH]1

# Continued, starting with the last three of the part before.
ERK EGF block | SMILES
2% | c1ccc(Oc2ncnc3sccc23)cc1
17% | CCCCC(=O)Nc1nnc(-c2ccc(OC)cc2)s1
-2% | CCC(CC)c1nc2ccccc2c(=O)[nH]1
-6%[57.5 µM] | O=C(CN1C2CCCC1CC(NC(=O)C1CCCCC1)C2)NCc1ccc(F)cc1 (stereo unspecified)
1%[57.5 µM] | Cc1[nH]c2c(C)cccc2c1CN1CCC(CO)(Cc2ccccc2)CC1
-5% | CN(C)c1cc(N/N=C/c2ccc(Cl)cc2)nc(N(C)C)n1
-6%[57.5 µM] | COc1ccc(S(=O)(=O)N2CCOC2CNC(=O)C(=O)NCc2cccnc2)cc1OC (stereo unspecified)
-3% | CC(=O)Nc1cccc(NC(=O)c2ccc(C(=O)Nc3cccc(NC(C)=O)c3)nc2)c1
4% | O=C(Nc1ccc(Cl)c(Cl)c1)Nc1ccc(Br)cc1F
-3% | CNC(=O)CSc1nnnn1-c1cc(C)ccc1C
-9% | C/C=C/c1ccc(OCC(=O)NCc2ccccc2OC)c(OC)c1
? | O=C(O)/C=C/c1ccc(O)c(O)c1
0% | O=C(NCCC1=CCCCC1)C(=O)NCc1ccncc1
1% | COc1cccc(NC(=O)c2nn(-c3ccc(OC)cc3OC)c(=O)c3ccccc23)c1
10%[57.5 µM] | COc1ccc(CC(=O)Nc2ccccc2N2CCCCC2)cc1OC
5%[57.5 µM] | O=C(O)c1ccc2ncc(NC(=O)c3ccc(F)cc3)c(=O)n2c1
-2% | CN(NC(=O)c1ccccc1F)c1nc(C(F)(F)F)nc2ccccc12
8% | COc1ccc(C(=O)O)cc1N1C(=O)Nc2ccccc2N1O
10% | O=C(CN1C2=NCCCN2c2ccccc21)c1ccc(Cl)cc1Cl
-9% | CCCCn1c(SCC(=O)c2ccccc2)nc2ccsc2c1=O
2% | Fc1ccc(C(CNC(=S)NC2CCCCC2)N2CCOCC2)cc1 (stereo unspecified)
2%[57.5 µM] | O=C(O)/C=C/C(=O)Nc1ccc2c(c1)C(=O)c1ccccc1C2=O
-3% | CC(C(=O)Nc1cc([N+](=O)[O-])ccc1Cl)N1CCN(c2ccc(O)cc2)CC1 (stereo unspecified)
0%[57.5 µM] | Cc1cccc(-c2noc(-c3ccccc3C(=O)NCc3ccco3)n2)c1
12% | Cc1nnc(SCC(=O)NC2CCCCC2)n1C1CCCCC1
-1%[57.5 µM] | Cc1ccc(N(CC(=O)NCc2ccco2)C(=O)CCC(=O)Nc2nccs2)cc1
6% | CC(C)(C)NC(=O)NC(=O)CN1CCN(c2ccccc2)CC1
-5% | CCOC(=O)c1ccc(NC(=S)NN2CCOCC2)cc1
2% | O=C(COC(=O)CN1C(=O)C2CCCCC2C1=O)NC1CCS(=O)(=O)C1 (stereo unspecified)
-6% | N#Cc1ccc(C(=O)Nc2nc(SCc3ccc(Cl)cc3)n[nH]2)cc1
-6% | COc1ccc(C(=O)NCc2ccc3c(c2)OCO3)cc1S(=O)(=O)N(C)Cc1ccccc1
5% | COCCCn1c(SCC(=O)Nc2ccccc2)nnc1-c1ccncc1
-7% | CCc1ccc2nc(N3C(=O)c4oc5ccccc5c(=O)c4C3c3ccc(OC)c(OC)c3)sc2c1 (stereo unspecified)
2% | N/C(=N\OC(=O)CC1CCCCC1)c1ccncc1
-1% | CC(C)c1ccc(/C=C/C(=O)Nc2nn[nH]n2)cc1
-14% | Cc1cccc(Nc2c3c(nc4ncnn24)CCC3)c1
23% | NCC1O[C@@H](OC2C(N)C[C@H](N)[C@@H](O[C@H]3OC(CO)C(O)C(N)C3O)C2O)C(O)C(O)C1O (stereo partly specified)
1% | Cn1cccc1Cc1nnc(SCC(=O)Nc2ccccc2)n1-c1ccc(F)cc1
2% | Cc1ccccc1CNC(=O)c1ccccc1C(=O)O
-4% | CCC(O)(CC)C(=O)NN(C(=O)Nc1csc2c1CCCC2)c1ccccc1
3% | COc1cc(C)ccc1OCCCCOc1ccccc1C(C)=O
4% | CC(C)NC(=O)N1CCC2(CC1)CCN(C(=O)c1cccc(F)c1)CC2
3%[57.5 µM] | Cn1c(N)nc2ccccc2c1=O
3% | COc1cc(NC(=O)COC(=O)CNC(=O)c2ccc(Cl)cc2)c(C)cc1[N+](=O)[O-]
-11% | O=C(Nc1ccc(Cl)cc1)N1CCC(c2ccccc2)C1 (stereo unspecified)
25% | CCN(CC)C(=O)Nc1ccc(Br)cc1
-1% | Cn1c(=O)c([N+](=O)[O-])c(NCC(O)c2ccccc2)c2ccccc21 (stereo unspecified)
-6% | CCN1CCC(NC(=O)Nc2ccc(F)cc2)CC1
-4% | COc1ccc(-c2noc(CCC(=O)NCCCN3CCN(c4ccccc4F)CC3)n2)cc1
-10% | COc1cc(NC(=O)COc2ccc(Cl)cc2)ccc1-c1cc2ccccc2oc1=O
-9% | CC(C)c1ccc(NC(=S)NN2C(C)CCCC2C)cc1 (stereo unspecified)
4% | CN1C(=O)C(N=Nc2ccccc2C(=O)O)N(C)C1=S (stereo unspecified)
? | Cc1cc(OC(F)F)ccc1NC(=O)Nc1ccc([N+](=O)[O-])cc1

# Carrying on.
ERK EGF block | SMILES
? | Cn1c(=O)[nH]c(=O)c2c1nc1n2CCCN1Cc1ccccc1
1% | CCN(CC)S(=O)(=O)c1cc(C(=O)OCC(=O)Nc2ccc(-c3nc4ccc(C)cc4s3)cc2)ccc1F
-11%[57.5 µM] | CCCCC(=O)N1C/C=C\C(c2ccc(OC)cc2)N(Cc2ccc(F)cc2)C(=O)[C@H]1Cc1ccccc1 (stereo partly specified)
? | Nc1[nH]n(-c2ccccc2)c(=O)c1N=Nc1ccccc1
-5%[57.5 µM] | Cc1ccc(-c2cc(Cc3ccc(F)cc3)c(=O)[nH]n2)cc1
0% | Cn1cc([N+](=O)[O-])c(C(=O)NCc2cc3ccccc3[nH]2)n1
? | N#CC(C#N)=C1C=CC=CN1/C(=C\c1ccco1)C(=O)c1ccc(-c2ccccc2)cc1
-8%[57.5 µM] | NC(=O)NC(=O)CSc1nc2cc([N+](=O)[O-])ccc2n1-c1cccc(C(F)(F)F)c1
3% | COc1ccc(/C=C\C(=O)Oc2cccc(/C=N/NC(=O)Cc3ccc(OC)c(OC)c3)c2)cc1
17% | COc1ccc(NC(=O)c2cccc([N+](=O)[O-])c2)cc1
21% | Cc1ccc(NC(=O)CSc2nnc(-c3cccnc3)s2)cc1
-5% | CC(=O)c1c(C)[nH]c(C(=O)CSc2nnc(-c3ccco3)o2)c1C
0%[57.5 µM] | COCCCNC(=S)NNC(=S)Nc1cccc(Cl)c1
-5% | COc1ccc2c(C)cc(Sc3nnnn3-c3ccccc3)nc2c1
-1% | CCC1=C2CC[C@H]3C(=O)N(C)C(=O)[C@H]3[C@H]2[C@@]2(Cc3ccccc3)C(=NCC(=O)OC)OC(=O)N2C1=O
2%[57.5 µM] | CC(=O)N(CCC(c1ccco1)C(C)C)Cc1ccc(OC(C)C)cc1 (stereo unspecified)
-9% | CC1(C)CNc2cc([N+](=O)[O-])ccc2S1
9% | C=CCNC(=O)c1ccccc1NC(=O)c1ccccc1N(C)S(C)(=O)=O
1% | Cc1nn(C)c(C(=O)N/N=C/c2cc3c(cc2Br)OCO3)c1Br
2%[57.5 µM] | COC(=O)c1sccc1NC(=O)CC1C(=O)NCCN1C(=O)c1ccc(F)cc1 (stereo unspecified)
-7% | O=C(Nc1cccc(Cl)c1)OCCN1CCN(Cc2ccccc2)CCC1=O
-11% | CSc1ccc(CN2CCCC(CNC(=O)c3ccc(F)cc3)C2)cc1 (stereo unspecified)
-3% | Cc1cc(C)c(C2=CSC3=NS(=O)(=O)CCN23)c(C)c1

# An excerpt from above in order of the ERK EGF block value, falling:
molecule	ERK EGF block
NCC1O[C@@H](OC2C(N)C[C@H](N)[C@@H](O[C@H]3OC(CO)C(O)C(N)C3O)C2O)C(O)C(O)C1O (stereo partly specified)	23%
Cc1cc(C)c(C2=CSC3=NS(=O)(=O)CCN23)c(C)c1	-3%
C/C=C/c1ccc(OCC(=O)NCc2ccccc2OC)c(OC)c1	-9%
